Rev-RRE block = HIV-1 Rev-RRE binding inhibitors, primary screen, biochemical, FRET, protein-RNA interaction | P05866 | Rev peptide-RRE RNA binding | inhibition, % at 8 µM | actives 0.79% (n = 97,000);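 active = inhibition above the screen-wide mean plus 3 SD, cut at about 35% in these data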;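 note: 0% = median DMSO wells and 100% = median Neomycin B control wells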
Target sequence (P05866 whole entry, looked up): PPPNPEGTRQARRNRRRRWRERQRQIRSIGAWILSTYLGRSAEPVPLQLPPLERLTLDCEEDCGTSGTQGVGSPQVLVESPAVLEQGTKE
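assay system = Cy5-tagged RRE RNA duplex with fluorescein-tagged Rev peptide | incubation = 5 + 15 min at 25 °C | also added = labelled Rev peptide | measure = % inhibition of FRET ratio versus controls | benchmarks = DMSO wells as 0% and neomycin B wells as 100% inhibition | measured by = FRET fluorescence readout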
CYP2C9 inh = blockers of cytochrome P450 2C9 activity – biochemical, luminescence, ADME assay, primary screen | CYP2C9 Supersomes, luciferin-H conversion | inhibition, % at 5 µM | actives 20% (n = 96,000);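 active = blocking of liver enzyme CYP2C9 beyond about 50% at 5 µM, limit read from the data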; note: values of inactives mirror those of a sister screen read the other way
Target sequence (P11712 whole entry, looked up): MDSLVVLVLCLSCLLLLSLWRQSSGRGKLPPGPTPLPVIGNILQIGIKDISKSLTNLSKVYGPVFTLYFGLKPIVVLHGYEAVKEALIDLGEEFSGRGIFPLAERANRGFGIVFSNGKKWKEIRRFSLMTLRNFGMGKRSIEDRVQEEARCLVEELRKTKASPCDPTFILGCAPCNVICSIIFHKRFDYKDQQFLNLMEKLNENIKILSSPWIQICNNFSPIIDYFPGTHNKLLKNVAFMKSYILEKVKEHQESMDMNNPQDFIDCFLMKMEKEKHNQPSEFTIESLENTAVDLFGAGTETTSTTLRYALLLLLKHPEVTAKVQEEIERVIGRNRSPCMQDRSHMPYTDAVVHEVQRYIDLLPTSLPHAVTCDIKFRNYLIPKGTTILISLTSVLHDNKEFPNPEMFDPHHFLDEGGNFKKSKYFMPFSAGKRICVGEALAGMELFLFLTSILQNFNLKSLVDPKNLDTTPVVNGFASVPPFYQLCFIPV
EphB4 ephrin blk = EphB4-ephrin-B2 interaction antagonists, primary screen, biochemical, TNYL-RAW peptide probe, fluorescence polarization. Ephrin type-B receptor 4 (Homo sapiens), P54760. EphB4 LBD / TNYL-RAW-Alexa532 peptide. inhibition, % at 7 µM. actives 0.15% (n = 97,000);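 active = inhibition above the screen-wide mean inhibition plus 3 SD, cut at about 15% in these data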;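 note: 0% = DMSO wells and 100% = excess unlabeled TNYL-RAW peptide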
CYP2C19 activ = human CYP2C19 activators, primary screen, biochemical, luminescence | recombinant CYP2C19, luciferin-H EGE luminescence; hits give high values; 0 = fully inhibited enzyme, 1 = untreated enzyme | 96,000 tested, under 10 active | activation factor at 5 µM | Cytochrome P450 2C19 (Homo sapiens), P33261;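 active = activation factor of at least 2 at 5 µM in the primary screen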;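 note: 0 = wells with 2.5 mM tranylcypromine and 1 = vehicle-only wells; values of inactives mirror those of a sister screen read the other way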
Target sequence (P33261 whole entry, looked up): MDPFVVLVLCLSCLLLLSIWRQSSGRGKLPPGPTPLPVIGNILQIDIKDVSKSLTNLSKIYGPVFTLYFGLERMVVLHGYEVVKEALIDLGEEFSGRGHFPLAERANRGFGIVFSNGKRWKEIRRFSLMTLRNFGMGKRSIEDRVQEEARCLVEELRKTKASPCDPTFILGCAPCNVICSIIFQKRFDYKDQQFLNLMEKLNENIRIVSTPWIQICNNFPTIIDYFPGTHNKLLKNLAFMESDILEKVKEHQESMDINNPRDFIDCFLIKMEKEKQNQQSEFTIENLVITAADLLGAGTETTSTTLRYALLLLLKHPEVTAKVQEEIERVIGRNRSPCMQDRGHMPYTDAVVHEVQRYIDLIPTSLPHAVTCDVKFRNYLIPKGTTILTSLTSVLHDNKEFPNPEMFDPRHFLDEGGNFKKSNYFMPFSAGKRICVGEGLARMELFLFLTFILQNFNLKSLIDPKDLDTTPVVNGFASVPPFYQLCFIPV
CYP2C9 activ = human CYP2C9 activators, primary screen, biochemical, luminescence | actives 1.4% (n = 96,000) | activation factor at 5 µM | recombinant CYP2C9, luciferin-H conversion; hits give high values; factor 1 = untreated enzyme, 0 = blocked | AID 1024, 2008;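 active = activation factor of 2 or more for CYP2C9 at a 5 µM dose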;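 note: 0 = sulfaphenazole-blocked wells and 1 = vehicle-only wells; values of inactives mirror those of a sister screen read the other way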
CYP2C19 inh = blockers of cytochrome P450 2C19 activity – biochemical, luminescence, ADME assay, primary screen. P33261. CYP2C19 Supersomes, luciferin-H EGE luminescence, 30 min. inhibition, % at 5 µM. actives 21% (n = 96,000);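 active = CYP2C19 inhibition above a set limit at 5 µM in the primary screen, cut at about 50% in these data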;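 note: plate controls were negative control wells for no effect and 2.5 mM tranylcypromine positive control for full effect; values of inactives mirror those of a sister screen read the other way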
PLK1 PBD inh = Plk1 polo box domain binding inhibitors, primary screen, biochemical, fluorescence polarization; Plk1 PBD phosphopeptide binding; AID 693, 2007; actives 0.13% (n = 97,000); inhibition, %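 (tested at about 20 µM)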; in the data active = inhibition above about 34%, passing the limit was not always enough
PLK1 kinase inh = human PLK1 kinase inhibitors, primary screen, biochemical, TR-FRET. Serine/threonine-protein kinase PLK1 (Homo sapiens), P53350. recombinant PLK1 kinase, TR-FRET peptide phosphorylation. inhibition, % at 10 µM. actives 0.53% (n = 97,000);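 active = inhibition of 50% or more in the single-concentration screen; inactive = inhibition below 50%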;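 note: 0% = DMSO max control and 100% = H-89 dihydrochloride min control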
PLAP act = PLAP enzyme activators, biochemical, luminescence, HTS; actives 1.2% (n = 96,000); purified PLAP enzyme, luminescent substrate read-out; hits give high values; Alkaline phosphatase, placental type (Homo sapiens), P05187; activation fold at 20 µM; in the data active = activation fold above about 2
* = called active by the depositor; nt = no result given; [ ] = another dose, or the depositor's remark. Outcome played no part in choosing rows (roughly 29% active in at least one column).

mol	Rev-RRE block	CYP2C19 activ	CYP2C9 activ	PLK1 kinase inh	PLK1 PBD inh	PLAP act	CYP2C19 inh	EphB4 ephrin blk	CYP2C9 inh
COc1cc(/C=C(\C#N)c2nc3ccc(C)cc3[nH]2)c([N+](=O)[O-])cc1OC	9	0.7	0.6	-14	4	1.1	31	-1	37
CC(C)(C)OC(=O)N1CC=C2C(C#N)=C(N)C(C#N)(C#N)[C@H](c3cccnc3)[C@H]2C1	nt	0.9	0.8	nt	nt	1.2	12	nt	15
Cc1ccccc1-n1nnnc1SCC(N)=O	1	1	1	-12	-19	0.9	-4	-2	3
CC(C)Oc1ccc2nnnn2n1	3	1.1	0.9	2	19	1	-7	-2	6
N/C(=N\OC(=O)Nc1ccc(Cl)c(Cl)c1)c1ncc(C(F)(F)F)cc1Cl	9	1.1	1.1	-12	13	0.9	-13	6	-7
O=C(CN1C(=O)NC2(CCCC2)C1=O)N1CCN(C(=O)c2ccco2)CC1	5	1.2	1.1	-13	9	1	-18	-1	-12
Cn1c(C(=O)N(Cc2ccccc2)Cc2ccccn2)cc2sccc21	13	0.1	0.1	-2	-13	1.7	88*	8	91*
CCS(=O)(=O)c1nc2ccccc2n1CC(=O)N1CCOCC1	-6	1.1	1	-1	-4	0.9	-13	2	4
O=C(NCC(O)CO)c1ccc2[nH]c3ccccc3c2c1 (stereo unspecified)	7	nt	nt	-8	17	nt	nt	6	nt
OCC(C#CCN1CCCCC1)NCc1ccccc1 (stereo unspecified)	nt	0.9	0.9	nt	nt	1.3	9	nt	5

In the list so far, these have an NH in an aromatic ring.
mol	Rev-RRE block	CYP2C19 activ	CYP2C9 activ	PLK1 kinase inh	PLK1 PBD inh	PLAP act	CYP2C19 inh	EphB4 ephrin blk	CYP2C9 inh
COc1cc(/C=C(\C#N)c2nc3ccc(C)cc3[nH]2)c([N+](=O)[O-])cc1OC	9	0.7	0.6	-14	4	1.1	31	-1	37
O=C(NCC(O)CO)c1ccc2[nH]c3ccccc3c2c1 (stereo unspecified)	7	nt	nt	-8	17	nt	nt	6	nt

Next part
mol	Rev-RRE block	CYP2C19 activ	CYP2C9 activ	PLK1 kinase inh	PLK1 PBD inh	PLAP act	CYP2C19 inh	EphB4 ephrin blk	CYP2C9 inh
CSc1nc(C)cc(-n2ccc(=O)[nH]c2=O)n1	nt	1.2	1.3	nt	nt	1	-20	nt	-26
CC(C)=CC(=O)Nc1nnc(-c2cccnc2)s1	7	0.1	0.9	-8	24	1.1	87*	4	10
COC(=O)COn1c(-n2nc(C)cc2C)nc2ccccc2c1=O	-4	1	0.8	0	-15	1	-2	3	22
COc1ccc(S(=O)(=O)NCCc2ccccc2)cc1	-8	0	0.8	5	26	0.7	95*	0	22
O=C(Nc1cccc(O)c1)c1noc2c1CCCCC2	3	0.3	0.7	-4	5	0.8	70*	-4	33
O=C1Nc2ncccc2OC1CCO (stereo unspecified)	4	1.1	1	6	-16	0.9	-6	4	-4
COc1ccc(C(=O)n2c(-c3ccco3)nc3ccccc32)cc1	3	0.5	0.4	-12	-4	1.2	54*	-1	61*
Cc1n[nH]c(C)c1SCC(=O)Nc1ccc(F)cc1	6	nt	nt	-11	-7	nt	nt	0	nt
O=c1[nH]c(CSc2nnc(-c3ccco3)n2-c2ccccc2)nc2sc3c(c12)CCC3	nt	0.6	0.7	nt	nt	1.7	38	nt	27
N#CCCn1ncn(-c2ccccc2)c1=S	0	1	0.8	3	-6	0.7	2	-6	16
O=C(CN1CCC(O)(c2ccc3c(c2)OCO3)CC1)N1CCOCC1	2	1	1.7	6	23	0.9	-4	4	-72
CCCNS(=O)(=O)c1ccc(NC(=O)Cc2cccs2)cc1	2	nt	nt	-7	-19	nt	nt	-6	nt
O=[N+]([O-])c1ccc(N/N=C/c2c[nH]c3ccccc23)cc1	58*[fluorescence artefact?]	0.9	0.4	-13	8	0.7	14	-6	58*
CC(=O)N1CCN(c2ccc(N=Cc3c(O)n(Cc4ccccc4)c(=O)[nH]c3=O)cc2)CC1	11	nt	nt	-8	1	nt	nt	-4	nt
COc1ccc(NC(=S)NCc2ccco2)c(OC)c1	7	0.2	0.6	-21	-3	0.8	81*	5	36
Cc1ccc2cc(CN(CCO)Cc3nnnn3Cc3ccc(F)cc3)c(=O)[nH]c2c1	3	0.7	0.6	0	15	1.5	32	-1	42
O=C(CC(SCc1ccco1)c1ccc(O)cc1)c1cccs1 (stereo unspecified)	3	0.2	0	-3	1	0.6	79*	-11	98*
Cc1cccc(OCc2n[nH]c(=S)n2C2CCCCC2)c1	-2	nt	nt	-12	13	nt	nt	-8	nt
CCC1CCCCN1C(=O)CSc1nnc(-c2ccco2)o1 (stereo unspecified)	7	nt	nt	-14	11	nt	nt	0	nt
Cn1cccc1-c1nc2ccc(NC(=O)c3ccc([N+](=O)[O-])cc3)cc2[nH]1	-5	1	0.9	2	-29	1	1	0	8
COc1ccc(-c2cc3nc4c(c(=O)n3[nH]2)CCC4)cc1	0	1	1	1	13	1.7	2	7	4
O=C(c1ccc(S(=O)(=O)N2CCC(c3nc4ccccc4[nH]3)CC2)cc1)N1CCOCC1	nt	0.5	0.6	nt	nt	1	47	nt	35
COc1ccccc1NC(=O)C1=C(C)Nc2nc(CCCO)nn2C1c1cccnc1 (stereo unspecified)	3	1	1.1	-11	-20	1	3	7	-8
Cc1cc(C)n(-c2cc(N3CCOCC3)nc(-c3ccccc3)n2)n1	-2	0.8	0.7	-10	-17	1	22	-7	27
Cc1ccc(NC(=O)CSC2=Nc3ccccc3C3CC=NN23)c(C)c1 (stereo unspecified)	8	0.1	0.6	-8	-11	1	93*	5	37
CS(=O)(=O)N(CC(=O)Nc1cccnc1)c1ccc2c(c1)OCCO2	0	0.9	0.9	4	19	1	8	-5	6
Cc1ccc(NC2=NCC(=O)N2Cc2ccc3c(c2)OCO3)c(C)c1	nt	0	0.2	nt	nt	1.2	96*	nt	79*
Cc1cc(S(=O)(=O)Nc2cc(C)c(O)c(C)c2)c(C)s1	3	0	1	11	-5	1.1	100*	5	4
CCc1cccc(OCCCCNCCOC)c1	3	1	1	-5	-7	1	2	4	4
COc1cccc(OC)c1OCCOc1ccccc1OC(C)C	8	0.2	1.9	-10	-1	1	82*	2	-89
Cc1nc2c(C(=O)N3CCOCC3)cnn2c(C)c1Cc1cccc(Cl)c1	3	0.7	0.8	-16	-3	1.1	31	7	24
O=C(CSc1ncn[nH]1)NCc1ccccc1	7	0.9	1.1	-14	-8	1.2	9	6	-10
Cc1cc(NC(=O)CSc2ncn(-c3ccccc3)n2)no1	-1	0.7	0.8	21	21	1	32	-6	16
O=c1c2ccccc2nc2n1CCCCN2	3	0.9	0.8	-8	-9	0.9	11	-3	16
O=C(O)Cn1c(P(=O)(O)c2ccccc2)nc2ccccc21	3	1.1	1.1	-13	11	1	-10	-6	-12
COc1ccc(Cn2c3nc4ccccc4nc3c3c(=O)n(Cc4ccco4)cnc32)cc1	nt	0.7	0.4	nt	nt	1.8	32	nt	62*
COc1ccc(CCC(=O)NC2=NCCS2)cc1OC	nt	0.4	1.7	nt	nt	1	61*	nt	-69
CCC(CC)C(=O)Nc1cccc(/C(C)=N\NC(=O)c2ccc(C)s2)c1	12	0.9	0.9	-8	-27	1.1	6	2	14
N#CC1=C(N)OC2=C(C(=O)CCC2)C1c1ccccc1 (stereo unspecified)	6	0.8	0.9	0	-8	0.9	19	9	13
CCOC(=O)C(CCCOc1ccc(C(C)CC)cc1)C(=O)OCC (stereo unspecified)	-3	0.7	0.3	-8	-9	1.2	28	2	71*
O=C(NCC(=O)N(c1ccccc1)C(C(=O)NC1CCCC1)c1cccnc1)c1cccs1 (stereo unspecified)	-2	0.7	0.9	-16	-16	0.9	26	-3	5
COc1ccc(CCNC(=O)CNS(=O)(=O)c2ccc(Br)s2)cc1OC	1	0.7	0.6	-12	-17	1.2	32	0	44
Cc1ccc(-n2nnnc2SC(C)C(=O)Nc2ccc(Cl)cn2)cc1 (stereo unspecified)	nt	0.7	0.6	nt	nt	0.8	30	nt	43
CC(C)NC(=O)CCS(=O)(=O)c1ccc(Br)s1	2	0.6	0.9	-2	-11	1.1	38	0	7
O=[N+]([O-])c1ccc(Sc2ccccc2Cl)nc1	5	0.4	1	-12	-4	1.2	62*	3	1
C=CCn1c2ccccc2c2nnc(SCC(=O)Nc3cc(C)on3)nc21	6	0.7	0.4	-5	5	0.9	28	3	55*
N#Cc1cnn(-c2ncnc3sc(-c4ccccc4)cc23)c1N	12	1	0.7	0	-17	1	2	4	34
CC(C)NC(=O)C(=O)NNC(=O)C12CC3CC(CC(C3)C1)C2	1	nt	nt	-9	10	nt	nt	-1	nt
Cc1ccc(NC(=O)c2ccc(Cl)c(N3C(=O)C=CC3=O)c2)cc1	-1	1	0.4	-7	-6	0.9	-2	9	62*
Cn1c(Cn2nnc(-c3ccccc3)n2)nnc1SCc1ccccc1Cl	13	1.1	0.4	-1	18	1.1	-10	-10	64*

(cont.)
mol	Rev-RRE block	CYP2C19 activ	CYP2C9 activ	PLK1 kinase inh	PLK1 PBD inh	PLAP act	CYP2C19 inh	EphB4 ephrin blk	CYP2C9 inh
CCc1ccc(C2=NN(c3ccc(S(N)(=O)=O)cc3)C(c3ccc(F)cc3)C2)cc1 (stereo unspecified)	14	0.6	0.6	-10	-26	1.4	45	0	38
O=C(CN1CCCCCC1)NCCc1ccc(F)cc1	7	0.3	0.8	-8	-15	1.4	66*	5	15
CCN(CC(=O)Nc1ccc(S(N)(=O)=O)cc1)S(=O)(=O)c1cc(C)ccc1OC	-3	1.1	0	0	8	1.1	-5	2	97*
Cc1cccnc1NC(=O)C(C)Oc1ccccc1 (stereo unspecified)	4	0.7	0.9	-16	-6	1	30	0	11
COc1c(F)c(F)c(C(=O)Nc2ccc(NC(=O)c3ccco3)cc2)c(F)c1F	9	0.9	0.8	-3	-4	0.7	15	-2	21
Cc1ccc(NC2=C(Cl)C(=O)OC2OC(=O)c2ccco2)cc1 (stereo unspecified)	0	0.5	0.1	6	-19	0.8	50*	-1	91*
COC(=O)c1ccc(COc2ccc(C3C4=C(CCCC4=O)Nc4onc(C)c43)cc2)cc1 (stereo unspecified)	15	0.8	0.3	-4	17	0.9	17	3	68*
Cc1cc(=O)[nH]c(SCc2cccc(Br)c2)n1	5	0.7	0.3	-7	-7	1.2	33	4	74*
CCCS(=O)(=O)N1CCCC(C(=O)N2CCN(c3ccccc3)CC2)C1 (stereo unspecified)	-1	1	1	-32	21	1.3	-4	-5	-2
Cc1cc(NCc2ccccc2)nc(-c2ccccc2O)n1	13	0.7	0.3	0	-31	0.9	30	-4	65*

3 neighbouring compounds from above, quoted:
mol	Rev-RRE block	CYP2C19 activ	CYP2C9 activ	PLK1 kinase inh	PLK1 PBD inh	PLAP act	CYP2C19 inh	EphB4 ephrin blk	CYP2C9 inh
CCc1ccc(C2=NN(c3ccc(S(N)(=O)=O)cc3)C(c3ccc(F)cc3)C2)cc1 (stereo unspecified)	14	0.6	0.6	-10	-26	1.4	45	0	38
O=C(CN1CCCCCC1)NCCc1ccc(F)cc1	7	0.3	0.8	-8	-15	1.4	66*	5	15
CCN(CC(=O)Nc1ccc(S(N)(=O)=O)cc1)S(=O)(=O)c1cc(C)ccc1OC	-3	1.1	0	0	8	1.1	-5	2	97*
